High-throughput results (PubChem BioAssay)
Vif-A3G inh – blocks the Vif interaction with human APOBEC3G. Q9HC16. hit rate 0.076% among 410,000. Potency, µM (top dose mostly 46.1 µM), for inactives: at the highest dose activity, negative = active, usual class: inhibitors. HeLa A3G-eYFP + Vif (tagged APOBEC3G with the HIV-1 protein that degrades it), YFP fluorescence, overnight;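 further: potency means the concentration at half of the fitted maximal effect; on the % scale 0 is the no-effect control and ±100 the full control effect; nearly all actives have a fitted effect of over 60% in size; hits raise eYFP signal because A3G escapes Vif-driven loss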
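HeLa cells stably expressing Vif and C-terminally eYFP-tagged A3G, seeded overnight at 37 deg C, then exposed to compound by pintool overnight at 37 deg C. Rise in yellow fluorescence (Ex 488/Em 500-530, Acumen) marks blocked Vif-driven A3G degradation.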
rTrxR1 inhibitor – rat TrxR1 inhibition. Potency, µM (titrated, usually from 114 µM), for inactives: at the top dose activity change, negative = inhibition, usual class: inhibitors. AID 588453. recombinant rTrxR1, NADPH fluorescence consumption, selenite substrate. hit rate 1% among 390,000; further: potency means the concentration at half of the fitted maximal effect; on the % scale 0 is the no-effect control and ±100 the full control effect; nearly all actives have a fitted effect of over 65% in size
Target sequence (O89049 whole entry, looked up): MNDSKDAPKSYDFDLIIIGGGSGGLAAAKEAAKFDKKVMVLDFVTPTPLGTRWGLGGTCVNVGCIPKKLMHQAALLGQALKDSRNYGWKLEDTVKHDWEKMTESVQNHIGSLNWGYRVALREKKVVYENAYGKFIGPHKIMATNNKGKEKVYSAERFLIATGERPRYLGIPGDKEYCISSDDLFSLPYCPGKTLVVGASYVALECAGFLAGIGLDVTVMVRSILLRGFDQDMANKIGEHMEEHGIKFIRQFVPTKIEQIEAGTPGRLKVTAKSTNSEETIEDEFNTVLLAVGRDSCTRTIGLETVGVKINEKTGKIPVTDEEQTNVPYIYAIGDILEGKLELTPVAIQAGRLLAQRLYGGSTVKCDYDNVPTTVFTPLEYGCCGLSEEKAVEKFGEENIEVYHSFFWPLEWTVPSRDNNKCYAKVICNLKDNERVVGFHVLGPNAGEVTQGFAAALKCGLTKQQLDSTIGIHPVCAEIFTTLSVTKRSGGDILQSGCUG
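Rat TrxR1 (90 nM in the dispensed reagent) was pre-reduced with 400 uM NADPH for 5 min at room temperature, then incubated with compound for 15 min. After 400 uM selenite was added, NADPH fluorescence (Ex 340/Em 450 nm) was followed for 8 min.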
GRP78 ERSR act – ER stress response induction in glioma. U87-MG GRP78 promoter luciferase reporter, 16 h. Potency, µM, for the others: at the top dose activation, hits mostly activators. hit rate 0.02% among 420,000; further: potency means the concentration at half of the fitted maximal effect; series mostly up to about 76 µM; % of control where 0% means no effect; nearly all actives have a fitted effect of over 35% in size
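Stably transfected U87-MG glioma cells carrying a GRP78-based luciferase sensor; 16 h compound incubation. Luminescence end-point read 10 min after Bright-Glo addition at room temperature.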
RGS4 inhibitor – blocks human RGS4-accelerated GTP hydrolysis; hit rate 0.039% among 390,000; Transcreener GDP fluorescence polarization, RGS4-accelerated GTP hydrolysis; Potency, µM (top dose mostly 114 µM), for the others: at the highest dose activity change, negative = inhibition, actives largely listed as inhibitors; P49798; further: potency means the concentration at half of the fitted maximal effect; on the % scale 0 is the no-effect control and ±100 the full control effect; nearly all actives have a fitted effect of over 75% in size; some results filed as inactive show a strong effect at the top dose
Target sequence (P49798 whole entry, looked up): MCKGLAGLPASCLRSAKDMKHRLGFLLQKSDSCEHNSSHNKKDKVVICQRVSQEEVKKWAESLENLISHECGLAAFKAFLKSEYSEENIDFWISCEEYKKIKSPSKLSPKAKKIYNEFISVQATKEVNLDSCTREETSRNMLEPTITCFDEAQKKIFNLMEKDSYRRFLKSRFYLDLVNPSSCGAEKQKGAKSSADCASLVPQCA
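MLSMR compounds (23 nl, pin-transferred) preincubated 10 min at room temperature with a 500nM (2x) first reagent, then RGS4 at 900nM (2x) plus Transcreener GDP mix added; fluorescence polarization (620/688 nm) read before and after 90 min at 30 °C.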
USP1 inh – USP1/UAF1 (human) deubiquitinase inhibition; O94782; recombinant USP1/UAF1, Ub-Rhodamine cleavage fluorescence; Potency, µM (series often up to 57.1 µM), for inactives: at the highest dose activity change, negative = inhibition, actives largely listed as inhibitors; hit rate 0.23% among 390,000; AID 743255; further: potency means the concentration at half of the fitted maximal effect; on the % scale 0 is the no-effect control and ±100 the full control effect; nearly all actives have a fitted effect of over 60% in size; inactives centre near -12
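USP1/UAF1 complex at 1 nM was preincubated with compound for 15 min at room temperature, then Ub-Rho substrate (150nM final) was added. Fluorescence (480/540 nm) was read kinetically, 6 reads every 60 seconds.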
TrxR1 substrate – rat thioredoxin reductase 1 substrate activity. O89049. hit rate 0.01% among 390,000. Potency, µM (top dose mostly 114 µM), without a hit: at the top dose activity change, negative = substrate turnover. purified TrxR1 substrate turnover, NADPH consumption readout; further: potency means the concentration at half of the fitted maximal effect; on the % scale 0 is the no-effect control and ±100 the full control effect; nearly all actives have a fitted effect of over 50% in size
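Rat TrxR1, dispensed at 90 nM, was prereduced with 400 uM NADPH (final) for 5 min at ~22 deg C, then incubated with compound 15 min before 400 uM selenite. A first-read NADPH fluorescence drop versus no-compound background flagged substrates.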
mIDH1 inhibitor – human IDH1 R132H inhibition. Potency, µM (titrated, usually from 76.6 µM), inactives show top-dose activity change, negative = inhibition, most hits filed as inhibitors. IDH1-R132H enzyme, NADPH consumption, diaphorase/resazurin fluorescence. O75874. hit rate 0.093% among 390,000; further: potency means the concentration at half of the fitted maximal effect; on the % scale 0 is the no-effect control and ±100 the full control effect; nearly all actives have a fitted effect of over 65% in size
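IDH1-R132H (0.5 ug/mL dispensed) in pH 7.5 Tris buffer was preincubated 30 min with compound, then given a substrate mix of 0.016 mM NADPH and 2 mM alpha-KG for 80 min at room temperature; remaining NADPH was read by diaphorase/resazurin fluorescence.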
LDHA block – inhibitors of human lactate dehydrogenase A; hit rate 0.15% among 480,000; purified LDHA, NADH/diaphorase-resazurin fluorescence; active compounds read low; AID 1347041; P00338; activity change, % (values are at about 110 or 230 µM); in the data active means activity change below about -30%; inconclusive means mostly about -25% to -30%;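 further: plate controls were DMSO wells for no effect and wells without enzyme for full effect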
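Resorufin fluorescence (ex540/em590), read at 0 and 20 min after diaphorase/resazurin addition, reports the NADH left after a 5 min room-temperature reaction of 2 nM human LDH5 with 0.06 mM NADH and 0.2 mM pyruvate.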
Vif-A3F inh – Vif-A3F binding inhibition; Potency, µM (doses to about 46.1 µM), without a hit: at the highest dose activity, negative = active; hit rate 0.2% among 390,000; HeLa A3F-eYFP + Vif (tagged APOBEC3F with the HIV-1 protein that degrades it), YFP fluorescence increase; further: potency means the concentration at half of the fitted maximal effect; % of control where 0% means no effect; nearly all actives have a fitted effect of over 65% in size
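HeLa cells stably expressing Vif plus C-terminally eYFP-tagged A3F were seeded, incubated overnight at 37 deg C, dosed with compound, incubated overnight again at 37 deg C. Yellow fluorescence (Ex 488/Em 500-530) reported blocked Vif-mediated A3F-eYFP degradation.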
An asterisk follows results filed as active; ? = inconclusive; / = no result given; [ ] = dose if it differs, or a comment. Unless noted, the call rests on the fitted dose curve; in most records, active means well fitted curve in the direction sought with a large enough effect; inconclusive means small, poorly fitted or top-dose-only effect, or another doubt; inactive means no such curve, though single readings can be large; an effect the other way counts as inactive or inconclusive. A portion of the library. The share of hits here may be higher or lower than overall.

entry	SMILES	Vif-A3G inh	rTrxR1 inhibitor	GRP78 ERSR act	RGS4 inhibitor	USP1 inh	TrxR1 substrate	mIDH1 inhibitor	LDHA block	Vif-A3F inh
1	c1cc2c(cc1C1OCC3C(c4ccc5c(c4)OCO5)OCC13)OCO2 (stereo unspecified)	2%	18%	0%	-5%	-26%	2%	2%	3	1%
2	COc1ccccc1NP1(=O)OCC(C)([N+](=O)[O-])CO1 (stereo unspecified)	-3%	20%[11.4 µM]	-2%	-6%	-7%	12%[11.4 µM]	2%	-8	7%
3	COc1ccc(NC(=O)c2cccn(Cc3ccc(Cl)cc3)c2=O)c(OC)c1	-1%	25%[57.1 µM]	-4%	6%	-17%	4%[57.1 µM]	-11%	-5	-4%
4	Cc1ccc(NC(=O)c2ncn(CCCNCCN3CCOCC3)n2)cc1C	-2%	-12%	3%	6%	-8%	-5%	-8%	-1	-3%
5	CC(=O)Nc1ccc(OC(=O)N2CCN(/[N+]([O-])=N/Oc3ccc([N+](=O)[O-])cc3[N+](=O)[O-])CC2)cc1	-5%	?	-11%	/	/	-6%	/	11	/
6	Cc1ccc(-c2nc(NC(=O)c3ccc(S(=O)(=O)N(CCC#N)CCC#N)cc3)sc2-c2ccccc2)cc1	-2%	?	-2%	23%	-2%	-1%	-3%	-7	-11%
7	Cc1cc(C(=O)N2CCC3(CC2)OCCO3)cs1	0%	10%	-4%	20%	7%	2%	-2%	-3	-8%
8	O=C(C[n+]1ccn(CCCNP2(=O)C=C(c3ccccc3)OC(c3ccccc3)=C2)c1)c1ccccc1	2%	-4%	-3%	17%	3%	-4%	-9%	1	-1%
9	O=C1C(=O)c2ccccc2-c2ccccc21	-14%	10µM*	-12%	?	1µM*	3.2µM*	-16%	19	-1%
10	CC1=NN(Cc2c[nH]c3ccccc23)C(C)(C)C1	-1%	-17%	-3%	7%	-13%	-1%	-2%	-9	1%
11	CCOP(=O)(OCC)c1ccc(OP(=O)(c2cccc([N+](=O)[O-])c2)c2cccc([N+](=O)[O-])c2)cc1	0%	-6%[57.1 µM]	-5%	28%	2%	4%[57.1 µM]	0%	-10	11%
12	Cc1nnc(NC(=O)c2cccn(Cc3ccccc3F)c2=O)s1	0%	15%[57.1 µM]	-1%	-44%	-25%	3%[57.1 µM]	6%	2	5%
13	Cc1ccc([N+](=O)[O-])cc1	0%	19%	-1%	1%	-21%	10%	-2%	-6	5%
14	CCC1CN1P(=O)(Oc1ccc(Cl)cc1)N1CC1CC (stereo unspecified)	-3%	12%[57.1 µM]	-3%	7%	5%	-5%	2%	-1	-8%
15	COC(=O)C1=C(c2c(C)noc2C)C[C@@H]2CC[C@H]1N2C(=O)NC(C)C	0%	21%[57.1 µM]	-4%	-2%	-25%	10%[57.1 µM]	-5%	1	-8%
16	CC(=O)c1c(C)n(C2CCCCC2)c2ccc(O)cc12	5%	20%[57.1 µM]	-2%	-12%	-9%	-17%[57.1 µM]	5%	-2	10%
17	Cc1ccc(C(=O)NC(=S)NNS(=O)(=O)c2ccc(C)cc2)cc1	-8%	?	-2%	-41%	-12%	-6%	1%	10	3%
18	Brc1ccccc1	2%	10%	-4%	10%	20%	-2%	-1%	-11	-3%
19	C(#CCN1CCOCC1)COCC#Cc1ccccc1	0%	-24%	2%	-23%	-3%	5%	1%	6	13%
20	CCCn1c(=O)n(C)c(=O)c2c(SCC(=O)NC34CC5CC(CC(C5)C3)C4)nc(CC(C)C)nc21	0%	29%	-5%	-18%[11.4 µM]	-25%	1%	0%	-2	-13%
21	COc1ccc(Br)cc1CNCCc1cccc(Cl)c1	5%	11%	0%	-5%	-11%	4%	4%	-9	3%
22	CCOC(=O)C1=C(N)OC2=C(C(=O)CCC2)C12C(=O)Nc1ccccc12 (stereo unspecified)	2%	25%	-1%	27%	0%	13%	3%	-2	-3%
23	COC(=O)C1=C(c2ccccc2OCc2ccccc2)C[C@@H]2CC[C@H]1N2C(=O)NCc1cccc(C(F)(F)F)c1	2%	22%	-5%	-6%	-23%	3%	2%	0	-7%
24	ClCCN(CCCl)c1ccc(/C=C/c2sc3ccccc3[n+]2CCCCI)cc1	?	-30%	-4%	/	/	-4%	/	-17	/
25	CCCCCCCCCCCCCC(=O)O[C@@H]1[C@@H](C)[C@@]2(O)[C@@H](C=C(CO)C[C@@]3(O)C(=O)C(C)=C[C@@H]23)C2C(C)(C)[C@@]21OC(C)=O (stereo partly specified)	/	20%[57.1 µM]	-14%	?	/	?	/	/	/
26	CCN1C[C@@]2(COC)C3[C@@H](OC)C4[C@@H]1C3([C@@H]1C[C@]3(O)[C@H](OC(=O)c5ccccc5)[C@@H]1[C@]4(OC(C)=O)[C@@H](O)[C@@H]3OC)[C@H](OC)C[C@H]2O	/	8%[57.1 µM]	-1%	6%[56.9 µM]	/	5%[57.1 µM]	/	/	/
27	COC(=O)C1=C(c2ccc3ccccc3c2)C[C@@H]2CC[C@H]1N2C(=O)NC1Cc2ccccc2C1	-14%	12%[57.1 µM]	-3%	0%	-26%	7%[57.1 µM]	-5%	-1	-1%
28	CCCCn1c(O)c(C=NCCCN(CC)CC)c(=O)[nH]c1=O	-3%	4%	1%	13%	-12%	4%	9%	-3	2%
29	CN1C(=O)/C(=C\c2ccc(N3CCCCCC3)cc2)C(=O)NC1=S	0%	20µM*	-5%	-40%	-7%	-2%	46µM*	-2	?
30	CCN(CC)C(=O)c1ccc(NC(=O)CSc2nnnn2-c2cc(OC)ccc2OC)cc1	4%	10%	-2%	11%	-11%	8%	0%	-10	-15%
31	CN1CC(C(=O)c2ccc(Cl)cc2)C(c2ccc(Cl)cc2Cl)C1 (stereo unspecified)	-1%	14%[57.1 µM]	-4%	0%	-20%	0%[57.1 µM]	4%	3	?
32	Cc1cccn2c(=O)c(/C=C(\C#N)c3nc4ccccc4s3)c(Oc3ccc(F)cc3)nc12	7%	41%[activator]	-2%	?	-7%	17%	0%	6	-13%
33	O=C(O)c1ccc([N+](=O)[O-])c([N+](=O)[O-])c1	-1%	?	-6%	2%	-7%	-6%	0%	12	3%
34	C[C@H](CO)N1C[C@H](C)[C@@H](CN(C)C(=O)Nc2ccc(C(F)(F)F)cc2)Oc2c(NS(=O)(=O)c3cccs3)cccc2C1=O	-10%	-4%[57.1 µM]	-4%	-9%	?	-1%[57.1 µM]	24%	-3	4%
35	O=C(CCNC(=O)N1C[C@H]2C[C@@H](C1)c1cccc(=O)n1C2)Nc1ccc(F)cc1	5%	-22%	-3%	-9%	?	-10%	3%	4	2%
36	O=C1NC(=O)N(c2ccccc2F)C(=O)/C1=C/c1cn(CC(=O)N2CCOCC2)c2ccccc12	-15%	-26%	-14%	?	-11%	-1%	25%	11	-8%
37	O=S1(=O)CC2(N3CCOCC3)CCCCCCC21 (stereo unspecified)	0%	21%[57.1 µM]	-3%	18%	-10%	13%[57.1 µM]	-2%	-12	-1%
38	CC12CC(=O)C3C(CCC4CC(=O)C=CC43C)C1CCC2=O (stereo unspecified)	-1%	5%	-4%	0%	-13%	4%	-7%	-1	0%
39	COC(=O)C1=C(C)NC(=S)NC1c1ccc(N(CCCl)CCCl)cc1Cl (stereo unspecified)	1%	6%[11.4 µM]	-6%	?	-16%	7%[11.4 µM]	?	2	13%
40	Cc1nc2cc(C(=O)N3CCC4(CC3)OCCO4)ccc2n1-c1ccc(Br)cc1	-15%	19%	2%	-4%	-18%	9%[57.1 µM]	-2%	-2	0%
41	CC1(C)CC(=O)C(C=NCCN2CCN(C(=O)Cc3ccccc3)CC2)=C(O)C1	1%	?	-1%	13%	9%	-1%	7%	-3	-4%
42	C[C@]12CCC(=O)C=C1CC[C@@H]1C2[C@H](O)C[C@]2(C)C(=O)CCC12 (stereo partly specified)	-1%	17%	-7%	-4%	-19%	1%	2%	-3	-1%
43	CC1(c2ccccc2)NCCN2C(=O)CSC21 (stereo unspecified)	3%	2%	-3%	-19%	-4%	-3%	13%	-2	3%
44	O=[N+]([O-])c1ccc(CN2CCN(c3ccc(Cl)cc3)CC2)o1	-6%	?	-6%	19%	-12%	-1%	-15%	-10	5%
45	CC(=NCCCO)c1c(O)n(Cc2ccccc2)c(=O)[nH]c1=O	-1%	-5%	-1%	-13%	-2%	-10%	-5%	-7	-10%
46	CCN1CCN(Cc2nc3ccc([N+](=O)[O-])cc3c(=O)n2-c2ccccc2F)CC1	-14%	-3%	-3%	16%	-28%	5%	-10%	-2	-2%
47	COc1ccccc1N1CCN(Cc2ccc(SC)cc2)CC1	3%	22%	-2%	-21%	-24%	-1%	14%	-16	3%
48	Cc1ccc(N2C(=O)CC(=O)NC2=O)c(C)c1	1%	-9%	-2%	-5%	-1%	-3%	2%	-17	-1%
